# PTPN22 act: LYP (human) phosphatase activation | recombinant LYP, DiFMUP fluorescence; 0 = plate median, 100 = signal doubled | activation, % at 2 µM | 96,000 tested, 0.11% active | AID 697;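 active means activation at 2 µM above a set limit, the mean plus 5 SD, cut at about 37% in these data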
# FAK blocker: blocks human focal adhesion kinase activity. AID 727. inhibition, %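 (tested at 7 µM)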. 97,000 tested, 0.84% active. biochemical FAK kinase activity assay; in the data active means inhibition above about 19%;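 further: 0% = DMSO and 100% = reference compound high control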
# Target sequence (Q05397 whole entry, looked up): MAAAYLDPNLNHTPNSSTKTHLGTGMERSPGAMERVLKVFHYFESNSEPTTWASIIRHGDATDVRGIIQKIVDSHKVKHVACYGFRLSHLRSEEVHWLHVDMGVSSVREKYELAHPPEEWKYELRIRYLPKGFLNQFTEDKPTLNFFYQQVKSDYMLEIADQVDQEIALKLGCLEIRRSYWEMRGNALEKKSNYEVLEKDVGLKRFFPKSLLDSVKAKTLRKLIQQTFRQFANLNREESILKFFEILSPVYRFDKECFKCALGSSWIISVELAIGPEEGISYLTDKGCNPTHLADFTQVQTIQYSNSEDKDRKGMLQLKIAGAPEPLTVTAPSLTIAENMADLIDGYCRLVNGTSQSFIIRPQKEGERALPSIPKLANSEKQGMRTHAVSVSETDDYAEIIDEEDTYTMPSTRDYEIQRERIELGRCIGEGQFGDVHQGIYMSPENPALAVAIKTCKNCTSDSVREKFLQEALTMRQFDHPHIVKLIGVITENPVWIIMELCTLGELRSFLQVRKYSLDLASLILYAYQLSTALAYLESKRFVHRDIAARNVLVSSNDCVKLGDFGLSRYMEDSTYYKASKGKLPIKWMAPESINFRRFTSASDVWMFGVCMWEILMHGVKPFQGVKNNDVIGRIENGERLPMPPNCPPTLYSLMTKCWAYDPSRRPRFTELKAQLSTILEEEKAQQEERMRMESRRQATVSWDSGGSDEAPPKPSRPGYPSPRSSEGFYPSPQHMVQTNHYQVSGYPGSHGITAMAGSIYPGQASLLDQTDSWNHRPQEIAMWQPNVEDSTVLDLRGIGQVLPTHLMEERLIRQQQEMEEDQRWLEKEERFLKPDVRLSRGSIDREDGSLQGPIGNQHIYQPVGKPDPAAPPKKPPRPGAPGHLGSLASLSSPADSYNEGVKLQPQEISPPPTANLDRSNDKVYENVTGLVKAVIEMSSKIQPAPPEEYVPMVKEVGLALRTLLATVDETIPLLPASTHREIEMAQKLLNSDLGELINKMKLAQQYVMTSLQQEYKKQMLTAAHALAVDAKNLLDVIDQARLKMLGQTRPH
# EphB4 ephrin blk: blocks human EphB4 binding to ephrin-B2 | EphB4 LBD / TNYL-RAW-Alexa532 peptide, fluorescence polarization | 97,000 tested, 0.15% active | P54760 | inhibition, % at 7 µM;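 active means inhibition above the screen-wide mean inhibition plus 3 SD, cut at about 15% in these data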;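 further: 0% = DMSO wells and 100% = excess unlabeled TNYL-RAW peptide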
# S1P2 agonist: S1P2 (human) receptor agonism | O95136 | S1P2-expressing cell line, agonist reporter read-out | activation, % at 4.5 µM | 97,000 tested, 0.46% active | AID 729; in the data active means activation above about 16%;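 further: 0% = vehicle low control and 100% = maximal reference agonist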
# PostGolgi ctrl: inhibits growth of the yeast control strain | efflux-deficient yeast background strain, growth absorbance A615, 16 h | inhibition, % at 10 µM | 98,000 tested, 5% active
# S1P2 antag: blocks the human S1P2 receptor; cell-based S1P2 antagonist assay, inhibition at 5 uM; 97,000 tested, 0.21% active; inhibition, % at 5 µM; in the data active means inhibition above about 45%;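 further: CRE beta-lactamase reporter cells expressing human S1P2 stimulated with S1P; 0% = agonist at EC80 alone and 100% = agonist plus reference antagonist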
# PostGolgi yeast: growth inhibition of a yeast mutant, post-Golgi transport screen; post-Golgi transport phenotypic cell assay; 98,000 tested, 0.9% active; inhibition, % at 10 µM;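 further: yeast cells grown in 1536-well plates; yeast grown about 18 h at 30C before absorbance read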
# Rev-RRE block: disrupts HIV-1 Rev binding to RRE RNA. inhibition, % at 8 µM. 97,000 tested, 0.79% active. P05866. Rev peptide-RRE RNA binding, FRET;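 active means inhibition above the screen-wide mean plus 3 SD, cut at about 35% in these data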;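 further: 0% = median DMSO wells and 100% = median Neomycin B control wells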
# Target sequence (P05866 whole entry, looked up): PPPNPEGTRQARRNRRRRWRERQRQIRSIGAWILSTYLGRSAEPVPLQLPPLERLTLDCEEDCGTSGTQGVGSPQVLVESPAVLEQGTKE
#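 Test system: Cy5-tagged RRE RNA duplex with fluorescein-tagged Rev peptide; Probe or stimulus: labelled Rev peptide; Schedule: 5 min preincubation and 15 min binding, 25 °C; Signal: FRET fluorescence readout; Evaluation: % inhibition from 671/540 nm acceptor-to-donor ratio, scaled between controls; Control set: DMSO and neomycin B.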
# PTPN22 inh 2: inhibitors of human LYP (PTPN22) phosphatase; Q9Y2R2; recombinant LYP catalytic domain, DiFMUP fluorescence; inhibition, % at 2 µM; 96,000 tested, 0.21% active;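 active means inhibition at 2 µM at or above a set limit, the screen mean plus 3 SD, cut at about 24% in these data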;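 further: 0% = DMSO with enzyme and 100% = enzyme fully blocked by orthovanadate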
# * hit, by the source's call; x = not tested or not shown. Unless noted, no stated cut-off is given here; in the data, active means inhibition above about 30%; inactive means the rest.
# Start of the listing, in advance:
SMILES,PostGolgi ctrl,PTPN22 inh 2,PTPN22 act,S1P2 agonist,PostGolgi yeast,Rev-RRE block,EphB4 ephrin blk,FAK blocker,S1P2 antag
CCCN(Cc1ccc(N(CC)CC)cc1)CC1CC1,3,-36,36,-4,-3,-8,3,-3,3
COc1ccccc1N(CC(=O)Nc1ccccc1C(=O)NC(C)C)S(C)(=O)=O,13,0,-2,-4,2,-3,-3,-5,2

# The whole of this part, from the start:
SMILES,PostGolgi ctrl,PTPN22 inh 2,PTPN22 act,S1P2 agonist,PostGolgi yeast,Rev-RRE block,EphB4 ephrin blk,FAK blocker,S1P2 antag
CCCN(Cc1ccc(N(CC)CC)cc1)CC1CC1,3,-36,36,-4,-3,-8,3,-3,3
COc1ccccc1N(CC(=O)Nc1ccccc1C(=O)NC(C)C)S(C)(=O)=O,13,0,-2,-4,2,-3,-3,-5,2
CC(C)C(=O)NC(c1ccc([N+](=O)[O-])cc1)c1c(O)ccc2ccccc12 (stereo not drawn),2,-1,7,-3,-2,5,-6,0,12
COCCCNC(=O)C(C#N)c1nc2ccccc2nc1N1CCCC1 (stereo not drawn),2,-2,1,-2,2,12,-1,-3,2
CC1Cc2ccccc2N1C(=O)c1cc2sccc2n1Cc1ccccc1 (stereo not drawn),15,3,0,-6,-4,15,4,-1,-12
Cc1cn2c(-c3ccncc3)nnc2s1,2,-11,9,-6,-5,4,-1,-1,7
Cc1ccc(NC(=O)c2ccccc2N(C)S(C)(=O)=O)cc1C,5,14,-11,-1,2,6,2,1,-3
COc1cc2c(cc1OC)C(c1ccc(-c3ccc(Cl)cc3Cl)o1)=NCC2,17,8,-5,34*,1,14,-2,1,-29
Cc1ccc(NC(=O)CSc2nnc(CN3CCOCC3)n2-c2ccccc2)cc1,x,15,-14,-4,x,3,0,-1,-9
Cn1cccc1CNC(=O)Nc1ccccc1,14,-7,7,0,20,9,-8,1,11
NC(=O)c1ccccc1NC(=O)/C=C/c1cccc(Cl)c1,27,3,0,-5,5,6,3,9,9
CC1=NCC(C)c2c1[nH]c1ccccc21 (stereo not drawn),4,15,-12,-2,10,11,1,2,19
CCOC(=O)CNc1nc(-c2ccncc2)nc2ccccc12,-1,-6,5,-11,1,7,-4,9,2
Cc1cccc(NC(=O)CN(C)S(=O)(=O)c2cccc3nsnc23)c1C,-1,2,-2,-4,4,3,1,5,16
CC(C)C(=O)Nc1cccc(NC(=S)NC(=O)c2ccccc2Cl)c1,-2,2,-2,-1,-5,3,4,8,-2
CC(C(=O)NC1CCCCCC1)N(c1ccccc1)S(C)(=O)=O (stereo not drawn),0,-1,1,-3,4,0,-5,1,-3
O=C(CS(=O)(=O)c1cccc(C(F)(F)F)c1)Nc1ccccc1Cl,9,-9,14,-6,5,2,3,-2,18
CC(OC(=O)CCCN1C(=O)c2ccccc2C1=O)C(=O)Nc1ncc(Cl)cc1Cl (stereo not drawn),3,3,-5,-5,-1,9,3,0,11
N#CCCN(CCC#N)C(=O)c1ccc(Cl)cc1,-4,-13,11,2,-7,6,-4,4,-4
Cc1ccc(S(=O)(=O)NCC(=O)N(CC(=O)NCC2CCCO2)C2CCCC2)cc1 (stereo not drawn),8,24,-24,-5,0,3,-6,0,5
CC(=O)NCCc1csc(-c2ccccc2)n1,x,-10,11,0,x,5,-6,0,-8
O=C(CSc1nnc(COc2ccc(Cl)cc2)o1)OC1CCCCC1,28,8,-5,-2,-1,4,-9,-9,-9
CN1CCN(CC(=O)N(C)c2nc(-c3ccccc3)cs2)CC1,-1,-7,7,-5,-1,-1,-7,-4,12
CCOc1ccc(-c2noc(-c3ccncc3)n2)cc1OCC,4,2,1,-1,23,9,1,4,1
Cc1cccc(NC(=O)NCCN2C(=O)C3C4C=CC(C4)C3C2=O)c1 (stereo not drawn),5,x,x,-2,-1,6,5,-4,13
CC1=Nn2c(nnc2-c2cccs2)SC1,5,-2,0,0,6,0,-6,-1,-1
CC(=O)NN1C(=O)/C(=C\c2ccc(C)cc2)SC1=S,7,11,-9,-4,1,6,0,-5,3
COc1ccc(Cl)c(Cn2c(NCc3ccco3)nc3c2c(=O)n(C)c(=O)n3C)c1,3,4,-5,3,0,6,-2,1,24
COc1ccc(CNCCCO)cc1OC,x,3,-4,-6,x,5,0,1,-7
CC(C)(C)OC(=O)N1CCC(C(=O)N2CCOCC2)CC1,10,-5,2,-1,-2,0,-1,-2,15
O=C1NC(=O)c2cc(NC(=O)C3CCCO3)ccc21 (stereo not drawn),-4,-2,6,-6,-5,4,10,3,17
COc1ccnc(Oc2ccc3ccccc3c2)c1C#N,7,3,-1,1,-6,6,9,-1,13
OCCN1CCN(CC#CCn2c3ccccc3c3ccccc32)CC1,0,-6,4,-4,1,2,-4,2,4
CNC(=O)COC(=O)c1[nH]c(C)c(C(C)=O)c1C,1,-12,12,-7,8,8,1,0,22
CC(=O)Nc1ccc(NS(=O)(=O)c2cccc3ccccc23)cc1,-5,3,-1,-6,1,9,1,0,-10
Cc1ccc(-c2nn3c(=O)c(C)nnc3s2)cc1,26,-8,4,-3,-5,5,-4,0,-3
CCCC(=O)Nc1ccc(-c2nc3cc(C)ccc3o2)cc1,30*,-4,7,-8,2,9,1,1,-1
Cc1ccc(-c2nc3cc(N)ccc3o2)cc1,-5,13,-11,-3,-7,4,8,2,27
Cc1ccc(C(=O)O/N=C/c2c(N3CCOCC3)n(C)c3ccccc23)cc1,32*,6,-2,-6,16,1,-2,-1,27
O=S(=O)(c1ccc(Oc2ccc(Br)cc2F)nc1)N1CCCCC1,37*,-1,0,-4,0,21,2,-4,-12
c1coc(CN2CCN(C(c3cccs3)c3nnnn3C3CCCC3)CC2)c1 (stereo not drawn),1,-6,8,-10,-2,0,0,-3,2
CCN(CC)C(=O)C1CCCN(c2ccc([N+](=O)[O-])cc2/C=N/NC(=O)c2ccc([N+](=O)[O-])cc2)C1 (stereo not drawn),3,5,-2,-3,7,0,3,9,16
CC(=O)Nc1ccc(S(=O)(=O)N2CCCN(S(=O)(=O)c3ccc(C)cc3)CC2)cc1,7,-4,3,-4,-1,8,6,-2,15
O=C1CC(c2ccccc2)C(C(=O)O)N1 (stereo not drawn),2,-14,14,-4,-5,1,-11,-1,8
O=C1CC(N2CCOCC2)C(=O)N1c1cccc(Cl)c1 (stereo not drawn),3,-5,5,-3,11,3,1,1,18
COc1ccc(CNC(=O)c2cc3c(s2)CS(=O)C3)cc1 (stereo not drawn),5,-7,3,-1,16,5,0,0,0
CCCCC(=O)Nc1ccc(NC(=O)c2cccnc2)cn1,-8,2,-6,-5,12,5,-9,-1,-26
COc1cc(C2C(C#N)=C(N)N(Nc3ccccc3)C3=C2C(=O)CC(C)(C)C3)ccc1OCc1cccc(F)c1 (stereo not drawn),-6,2,0,-9,-1,-1,-2,-1,15
CCc1cccc2c(C=C(C#N)C#N)cn(CC(=O)N3CCCCCC3)c12,18,-7,10,-5,-8,-1,-1,-5,9
Cc1c(C(=O)O)[nH]c2c1C(=O)CC(c1ccccc1)C2 (stereo not drawn),-1,14,-12,-3,-4,8,1,1,-3
COc1ccc(-c2nnc(CSc3nnc(-c4ccncc4)n3C3CCCCC3)o2)cc1OC,3,2,-3,-5,-8,7,-2,2,13
CCC(C)NCC(=O)Nc1sc2c(c1C(N)=O)CCC2 (stereo not drawn),5,12,-10,-5,17,3,3,-1,3
O=C(CCCNC(=O)/C(=C\c1ccccc1F)NC(=O)c1ccccc1)OCc1ccccc1,5,7,-4,-5,18,7,-1,-1,12
CC1(C)Cc2c(c(N3CCCCC3)[nH]c(=S)c2C#N)CS1,-2,-18,15,-2,-14,5,-5,-6,5
Oc1ccc(-c2nccc(-c3cccs3)n2)cc1,15,3,-2,-2,-2,15,2,-1,13
CNCCCc1[nH]nc(N)c1C#N,-2,2,-3,-5,0,10,2,-1,-1
Cn1cc(CCC(=O)NCc2ccc3c(c2)OCO3)c2ccccc21,6,-13,12,-2,-4,2,8,-1,-11
CCOC(=O)CSc1nc2ccc(NC(=O)CSc3nnnn3Cc3ccccc3)cc2s1,x,-2,-5,-4,x,7,3,-2,-12
Cc1cccc(NC(=S)NNC(=O)CCn2nc(C)c([N+](=O)[O-])c2C)c1,x,-23,23,0,x,-2,0,0,-7
CCOC(=O)c1cccc(Nc2ncnc3ccccc23)c1,x,6,-6,-5,x,6,4,3,-10

# New compounds follow.
SMILES,PostGolgi ctrl,PTPN22 inh 2,PTPN22 act,S1P2 agonist,PostGolgi yeast,Rev-RRE block,EphB4 ephrin blk,FAK blocker,S1P2 antag
CC(=O)NS(=O)(=O)c1ccc(NS(=O)(=O)c2ccc(F)cc2)cc1,-2,-2,2,-6,-2,7,-4,-1,8
CC1(C)Cc2c(sc3c2C(=O)N(c2ccccc2)C2=NCCN23)CS1,9,4,-2,-5,7,7,1,-8,7
COC(=O)c1c(NC(=O)CN2CCN(c3ccccc3OC)CC2)c2cc(C)ccc2n1C,0,-2,0,-1,-4,1,-1,-7,11
CC(=O)N1CCc2cc(S(=O)(=O)Nc3cccc(C(F)(F)F)c3)ccc21,8,0,0,0,0,13,-5,1,-6
Cc1cnc(C)c(N2CCC(C(=O)NCc3ccco3)CC2)n1,-1,-1,-2,-8,-3,4,-3,-1,10
O=C1c2ccccc2CC1(Cc1ccccc1)Cc1ccccc1,x,-7,8,-4,x,19,-4,-1,-17
O=C(COc1ccc(/C=N/NS(=O)(=O)c2ccccc2)cc1)Nc1cccc(Cl)c1,10,3,1,-10,5,6,9,1,0
Cc1ccc(NC(=O)c2cc(S(=O)(=O)Nc3ccc(C)cc3)cs2)cc1,x,2,1,-2,x,16,3,-3,18
N#Cc1c(NC(=O)COC(=O)c2ccc(F)cc2)sc2c1CCC2,37*,-4,8,-3,-1,13,-2,-3,15
COC(=O)c1ccccc1NC(=O)CSc1n[nH]c(CC(C)C)n1,12,-9,8,-2,-7,0,1,0,1
CCN(CC)C(=O)CSc1nc2ccc(NC(=O)CSc3nccn3C)cc2s1,-5,12,-6,-2,-5,-1,-5,6,19
Cc1ccccc1C(=O)NC1CC(C)(C)NC(C)(C)C1,-2,6,-8,-9,-1,2,-1,1,13
CC(=O)c1cccc(NC(=O)NCCS(C)=O)c1 (stereo not drawn),14,0,0,-5,-5,6,0,1,7
Cc1cccc(C(=O)O/N=C2/CC3CCC2(C)C3(C)C)c1 (stereo not drawn),x,-8,8,-3,x,12,6,2,-2
CSc1nc2cc(F)c(F)cc2n1C,0,-1,4,-7,-5,11,-1,-1,15

# 5 of the entries above in order of their number in PostGolgi ctrl, descending.
SMILES	PostGolgi ctrl	PTPN22 inh 2	PTPN22 act	S1P2 agonist	Rev-RRE block	EphB4 ephrin blk	FAK blocker	S1P2 antag
N#Cc1c(NC(=O)COC(=O)c2ccc(F)cc2)sc2c1CCC2	37*	-4	8	-3	13	-2	-3	15
COC(=O)c1ccccc1NC(=O)CSc1n[nH]c(CC(C)C)n1	12	-9	8	-2	0	1	0	1
CC1(C)Cc2c(sc3c2C(=O)N(c2ccccc2)C2=NCCN23)CS1	9	4	-2	-5	7	1	-8	7
COC(=O)c1c(NC(=O)CN2CCN(c3ccccc3OC)CC2)c2cc(C)ccc2n1C	0	-2	0	-1	1	-1	-7	11
Cc1cnc(C)c(N2CCC(C(=O)NCc3ccco3)CC2)n1	-1	-1	-2	-8	4	-3	-1	10

# Additional structures.
SMILES,PostGolgi ctrl,PTPN22 inh 2,PTPN22 act,S1P2 agonist,PostGolgi yeast,Rev-RRE block,EphB4 ephrin blk,FAK blocker,S1P2 antag
CCOC(=O)CNC(=O)Nc1cccc(Cl)c1C,4,3,0,-6,-4,10,5,0,14
O=C(Cc1ccccc1)N1CCCC(c2nc(-c3cccs3)no2)C1 (stereo not drawn),12,4,-1,-4,-1,3,4,1,1
CC(=O)c1ccc(NC(=O)C(Cc2ccccc2)NC(=O)c2ccco2)cc1 (stereo not drawn),10,-3,0,-2,-12,3,-4,3,-9
CC(C)N(C(=O)COC(=O)c1ccc(O)cc1)C(C)C,-7,-2,5,-6,-12,6,7,0,20
C=CCn1c(SCC(=O)NCc2ccco2)nc2sc3c(c2c1=O)CCCCC3,x,-9,7,0,x,0,-5,0,7
